proCasp3 act – activators of human procaspase-3. recombinant procaspase-3 D3A, Ac-DEVD-pNA absorbance 405 nm. P42574. activation, % at 8.5 µM. actives 0.11% (n = 330,000);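 active = activation above the mean of all tested compounds plus 3 SD, cut at about 21% in these data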;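 note: 0% = DMSO alone and 100% = DMSO wells spiked with extra 5 µM PC-3 D3A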
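System: Procaspase-3 D3A mutant. Medium: Zinc-free 300 mM NaCl, 50 mM HEPES, 0.01% Triton X-100. Schedule: 1 h preincubation plus 2 h reaction at 25 °C. Measured by: 405 nm absorbance of p-nitroaniline, reads at 0 and 120 min. Read-out: percent activation relative to control range.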
core dimer inh – blocks dimerization of HCV core protein. inhibition, % at 5 µM. actives 0.33% (n = 300,000). TR-FRET GST/Flag-core106 dimerization, 1536-well;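 active = inhibition above the mean of all tested compounds plus 3 SD, set per screening campaign, cut at about 45% in these data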
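Assay system: tagged HCV core106 pair (GST and Flag); medium: KF-containing HEPES buffer, pH 7.45, DTT, CHAPS, BSA; also added: Eu donor and XL665 acceptor anti-tag antibodies; dosing: 5 µM single dose; timing: compound-protein-antibody incubation 4 h at 22.5 °C; signal: TR-FRET 671 and 617 nm emission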
proCasp7 act – activates human procaspase-7, counter-screen for procaspase-3 activators; activation, % at 8.5 µM; recombinant procaspase-7, Ac-DEVD-pNA absorbance 405 nm; D23A/D198A/D206A triple mutant, cannot self-cleave; scale: DMSO 0, 5 µM enzyme 100; actives 0.093% (n = 330,000); AID 463210; P55210;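 active = percent activation above the screen-wide mean plus 3 SD, cut at about 25% in these data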
Target sequence (P55210 whole entry D23A/D198A/D206A): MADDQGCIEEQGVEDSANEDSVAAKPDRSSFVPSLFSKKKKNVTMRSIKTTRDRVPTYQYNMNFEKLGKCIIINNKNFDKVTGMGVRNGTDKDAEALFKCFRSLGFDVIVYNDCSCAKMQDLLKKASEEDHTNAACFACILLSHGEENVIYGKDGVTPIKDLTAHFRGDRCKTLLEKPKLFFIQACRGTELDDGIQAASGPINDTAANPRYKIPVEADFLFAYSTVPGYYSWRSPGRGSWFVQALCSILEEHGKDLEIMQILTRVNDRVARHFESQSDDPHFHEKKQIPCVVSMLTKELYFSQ
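buffer or medium = Zinc-free HEPES/NaCl buffer, pH 7.4 | material = Procaspase-7 triple mutant (PC-7 D3A) | input = 2 µM procaspase-7 mutant as dispensed | signal = Epi-absorbance of released pNA at 405 nm, two timepoints | timing = 1 h preincubation, 2 h reaction | replicates = singlicate compound testing | evaluation = % activation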
PP5 inh – PP5 (human) phosphatase inhibition | P53041 | purified PP5c, OMFP substrate fluorescence | inhibition, % at 6.7 µM | actives 0.18% (n = 320,000) | AID 1987;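 active = inhibition above the campaign's mean inhibition across all tested compounds plus 3 SD, cut at about 9.5% in these data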;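 note: 0% = DMSO only and 100% = 100 µM cantharidin control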
TPT1 inhibitor – inhibitors of Candida albicans tRNA 2'-phosphotransferase TPT1. recombinant caTPT1, FP RNA substrate dephosphorylation. actives 0.81% (n = 300,000). inhibition, % at 5 µM;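 active = inhibition above the mean of all tested compounds plus 3 SD, set per screening campaign, cut at about 24% in these data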;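 note: plate controls were DMSO alone for no effect and ferristatin control at 100 nM for full effect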
CTSL1 counter – blocks F. hepatica cathepsin L1 in PFM18AAP counter-screen. recombinant F. hepatica cathepsin L1, Z-Leu-Arg-MCA fluorescence. inhibition, % at 5.96 µM. actives 0.49% (n = 300,000). AID 1906;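 active = inhibition above the mean of all tested compounds plus 3 SD, set per screening campaign, cut at about 17% in these data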;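 note: 0% = plate median of test compound wells and 100% = 1 µM Z-Phe-Ala-diazomethylketone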
PP1 inh – counter-screen for PP5 inhibitors: inhibitors of human PP1-alpha; P62136; purified PP1alpha, OMFP fluorescence; inhibition, % at 6.7 µM; actives 0.9% (n = 320,000);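 active = inhibition above the mean inhibition of all tested compounds plus 3 SD, computed separately for each screening campaign, cut at about 15% in these data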
PAFAH2 inh – PAFAH2 (human) inhibition; Q99487; recombinant PAFAH2, FP-rhodamine activity probe, fluorescence polarization; inhibition, % at 3.39 µM; actives 0.99% (n = 340,000); AID 492956;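 active = inhibition above the mean over all tested compounds plus 3 SD, cut at about 30% in these data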;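 note: inhibitors block probe labeling of enzyme so polarization drops; 0% = enzyme with DMSO and 100% = wells lacking PAFAH2 protein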
AHR act – activates the human aryl hydrocarbon receptor | actives 2.5% (n = 320,000) | P35869 | activation, % at 5 µM | AHR-responsive luciferase reporter cells, luminescence; in the data active = activation above about 47%;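 note: 0% = vehicle wells and 100% = reference agonist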
Target sequence (P35869 whole entry, looked up): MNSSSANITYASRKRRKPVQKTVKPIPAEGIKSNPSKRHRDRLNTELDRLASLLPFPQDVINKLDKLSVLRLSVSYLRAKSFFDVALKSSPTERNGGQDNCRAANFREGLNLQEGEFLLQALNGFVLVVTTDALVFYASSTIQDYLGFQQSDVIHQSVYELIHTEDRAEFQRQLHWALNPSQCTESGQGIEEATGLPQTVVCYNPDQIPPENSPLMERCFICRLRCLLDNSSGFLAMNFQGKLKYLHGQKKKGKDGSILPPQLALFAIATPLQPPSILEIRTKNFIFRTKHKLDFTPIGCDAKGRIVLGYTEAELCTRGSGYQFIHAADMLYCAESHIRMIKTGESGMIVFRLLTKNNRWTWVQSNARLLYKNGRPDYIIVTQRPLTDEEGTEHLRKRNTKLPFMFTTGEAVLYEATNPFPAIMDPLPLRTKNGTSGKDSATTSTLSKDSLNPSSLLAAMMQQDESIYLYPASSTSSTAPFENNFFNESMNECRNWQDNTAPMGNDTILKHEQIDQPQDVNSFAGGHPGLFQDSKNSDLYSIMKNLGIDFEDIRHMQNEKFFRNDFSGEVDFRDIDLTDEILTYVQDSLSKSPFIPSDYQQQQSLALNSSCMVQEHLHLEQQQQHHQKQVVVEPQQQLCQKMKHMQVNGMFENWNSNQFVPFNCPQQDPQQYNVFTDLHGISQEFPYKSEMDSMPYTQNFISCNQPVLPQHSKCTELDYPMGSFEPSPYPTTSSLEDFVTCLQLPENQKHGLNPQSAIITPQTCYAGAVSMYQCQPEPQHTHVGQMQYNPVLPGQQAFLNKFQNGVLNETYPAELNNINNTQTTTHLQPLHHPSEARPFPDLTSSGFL
* marks the source's active call; other numbers are inactive results; . = no result given.

| cpd | SMILES | proCasp3 act | core dimer inh | proCasp7 act | PP5 inh | TPT1 inhibitor | CTSL1 counter | PP1 inh | PAFAH2 inh | AHR act |
| --- | --- | --- | --- | --- | --- | --- | --- | --- | --- | --- |
| 1 | CC/C(=N/N=C(/CC)c1ccc(O)cc1)c1ccc(O)cc1 | -15 | 0 | 1 | 1.2 | -3 | -3 | -1 | 2 | 2 |
| 2 | COc1cc2c(cc1OC)-c1cc(Nc3ccc(C)cc3)nc(=O)n1CC2 | -3 | 0 | 4 | 2.6 | -3 | 2 | 2 | 16 | 25 |
| 3 | CCc1ccccc1N1CCN(S(=O)(=O)c2ccc(F)c(C)c2)CC1 | 0 | 3 | 3 | 0.6 | 1 | -3 | -3 | 0 | 3 |
| 4 | Cc1ccc(-c2ccc(C#N)c(=O)n2CC(=O)N(C)C)cc1 | 0 | -12 | 7 | 2.2 | -3 | 3 | -5 | 1 | 12 |
| 5 | Cc1ccc(Oc2ccccc2)c(NC=O)c1 | 14 | 6 | 1 | -0.1 | 1 | 2 | 1 | -3 | 1 |
| 6 | CC[C@@H]1C=C(C(=O)O)[C@H](c2cccc(C)c2)N1S(=O)(=O)c1ccc(C)cc1 | 6 | . | -2 | . | . | . | . | 0 | -2 |
| 7 | CN1CCN(C(=S)c2cn(CCOc3ccccc3)c3ccccc23)CC1 | 10 | 9 | 5 | 1.4 | -2 | 7 | 0 | 9 | 2 |
| 8 | COC(=O)c1c(C)[nH]c(C(=O)C(C)OC(=O)c2c(C)noc2C)c1C (stereo not drawn) | 5 | . | -10 | 0.4 | . | . | -2 | 6 | 4 |
| 9 | O=C(CN1CCN(S(=O)(=O)/C=C/c2ccccc2)CC1)NCC(F)(F)F | 10 | 6 | 8 | 0.8 | 0 | -2 | 0 | 15 | -2 |
| 10 | CC(C)(C)C(=O)Cn1c(=N)n(Cc2ccccc2Cl)c2ccccc21 | 2 | 5 | -3 | -0.6 | -2 | -2 | -4 | 2 | 5 |
| 11 | Cc1ccc(S(=O)(=O)N(C)C)cc1NC(=O)c1ccc2ccccc2n1 | -5 | 3 | -1 | -1.4 | 2 | 0 | 0 | 4 | 15 |
| 12 | CCn1c(=O)n(CC)c2cc(NC(=O)C(C)c3ccccc3)c(Br)cc21 (stereo not drawn) | 4 | -7 | -3 | -6.9 | -1 | 8 | 9 | 2 | 3 |
| 13 | CCOc1ccc(NS(=O)(=O)c2ccc(Cl)c(C(=O)N(C)Cc3cccnc3)c2)cc1 | 1 | . | 10 | 0.6 | . | . | -2 | -1 | 0 |
| 14 | Cc1ccc(C)c(N2C(=O)c3ccc(C(=O)OCC(=O)c4c(N)n(C)c(=O)n(C)c4=O)cc3C2=O)c1 | 5 | 3 | 9 | 4.7 | -1 | -1 | -1 | -4 | 6 |
| 15 | O=C(COc1ccc(-c2ccccc2)cc1)N1CCN(C(=O)c2cccnc2)CC1 | -2 | 7 | -1 | 3.0 | 4 | -1 | -2 | 0 | 4 |
| 16 | Cc1ccc(C(C(=O)NC2CCCC2)N(CCCO)C(=O)Cn2nnc(-c3ccc(C)o3)n2)cc1 (stereo not drawn) | 2 | -6 | 7 | 0.1 | 0 | -4 | 1 | -2 | 0 |
| 17 | CC(C)(C)N1C(=O)c2ccc(C(=O)O)cc2C1=O | -2 | -4 | -1 | 0.2 | -3 | 3 | 7 | 2 | 0 |
| 18 | CC(C)(C)NC(=O)NC(=O)C[n+]1ccc(Cc2ccc([N+](=O)[O-])cc2)cc1 | 1 | 1 | -5 | 2.2 | 0 | 0 | 1 | -3 | 1 |
| 19 | CCOc1ccc(N2C(=O)CNC2=S)cc1 | -3 | -2 | 11 | 2.3 | -1 | -2 | -2 | -5 | -1 |
| 20 | Cc1ccc(NC(=O)Cn2c(=O)oc3ccccc32)cc1Cl | 5 | -6 | 11 | 2.6 | -4 | 0 | 1 | 4 | 0 |
| 21 | C#Cc1ccc([C@H]2C=C(C(=O)Nc3ccccc3)O[C@@H](OCc3ccc(CO)cc3)C2)cc1 | -6 | 24 | 1 | 3.3 | 0 | 1 | 14 | -8 | 8 |
| 22 | CCOC(=O)c1cccnc1SCC(=O)N(C)c1ccccc1 | 3 | 3 | 12 | 0.2 | 0 | -2 | 0 | -7 | 0 |
| 23 | Cc1ccc(NC(=O)c2cc(-c3ccc(C)o3)nc3ccccc23)nc1 | -19 | 49* | -24 | -0.6 | 7 | 7 | 3 | 6 | 6 |
| 24 | COc1cccc(C(=O)Oc2cc(-c3ccccc3)no2)c1 | 10 | 0 | 1 | 2.9 | 1 | -2 | -5 | 4 | 6 |
| 25 | COc1ccc(S(=O)(=O)N2CCCC2c2cccs2)cc1 (stereo not drawn) | 3 | 0 | 9 | 0.5 | 1 | -17 | -1 | 7 | 0 |
| 26 | Cc1ccc(CN2CCSc3ccc(C(=O)NC4CCCC4)cc32)cc1 | -1 | 3 | -4 | 3.2 | -2 | -1 | -1 | -5 | 1 |
| 27 | COc1cccc(C(=O)C2CCCN(C(=O)CCc3scnc3C)C2)c1 (stereo not drawn) | -2 | -2 | 4 | 0.5 | -5 | -5 | 0 | 7 | 1 |
| 28 | CC(C)(C)OC(=O)C[C@@H]1C/C=C\C[C@@H](CC(=O)N[C@@H](CO)Cc2ccccc2)C(=O)NCCOC1=O | 4 | . | 2 | . | . | . | . | -3 | 2 |
| 29 | Oc1ccc(/C=N/Nc2ncc(Cl)cc2Cl)cc1 | 4 | -13 | 0 | 3.4 | -1 | -2 | 0 | 2 | 14 |
| 30 | CN1C(=O)S/C(=C/c2ccccc2OCc2ccc(C(=O)O)cc2)C1=O | -3 | 9 | 1 | 1.3 | 2 | 5 | -1 | 1 | 0 |

Rewritten screen by screen: entries from further up.
30	CN1C(=O)S/C(=C/c2ccccc2OCc2ccc(C(=O)O)cc2)C1=O
2	COc1cc2c(cc1OC)-c1cc(Nc3ccc(C)cc3)nc(=O)n1CC2

| screen / no. | 30 | 2 |
| --- | --- | --- |
| proCasp3 act | -3 | -3 |
| core dimer inh | 9 | 0 |
| proCasp7 act | 1 | 4 |
| PP5 inh | 1.3 | 2.6 |
| TPT1 inhibitor | 2 | -3 |
| CTSL1 counter | 5 | 2 |
| PP1 inh | -1 | 2 |
| PAFAH2 inh | 1 | 16 |
| AHR act | 0 | 25 |

Back to the main list, repeating the 5 entries before the break.
| cpd | SMILES | proCasp3 act | core dimer inh | proCasp7 act | PP5 inh | TPT1 inhibitor | CTSL1 counter | PP1 inh | PAFAH2 inh | AHR act |
| --- | --- | --- | --- | --- | --- | --- | --- | --- | --- | --- |
| 26 | Cc1ccc(CN2CCSc3ccc(C(=O)NC4CCCC4)cc32)cc1 | -1 | 3 | -4 | 3.2 | -2 | -1 | -1 | -5 | 1 |
| 27 | COc1cccc(C(=O)C2CCCN(C(=O)CCc3scnc3C)C2)c1 (stereo not drawn) | -2 | -2 | 4 | 0.5 | -5 | -5 | 0 | 7 | 1 |
| 28 | CC(C)(C)OC(=O)C[C@@H]1C/C=C\C[C@@H](CC(=O)N[C@@H](CO)Cc2ccccc2)C(=O)NCCOC1=O | 4 | . | 2 | . | . | . | . | -3 | 2 |
| 29 | Oc1ccc(/C=N/Nc2ncc(Cl)cc2Cl)cc1 | 4 | -13 | 0 | 3.4 | -1 | -2 | 0 | 2 | 14 |
| 30 | CN1C(=O)S/C(=C/c2ccccc2OCc2ccc(C(=O)O)cc2)C1=O | -3 | 9 | 1 | 1.3 | 2 | 5 | -1 | 1 | 0 |
| 31 | N#CC1=C(N)Oc2c(oc(CO)cc2=O)C1c1cccs1 (stereo not drawn) | 5 | -3 | 5 | 3.8 | -1 | -1 | 0 | -7 | 5 |
| 32 | O=C(NCCN1CCN(c2ccccc2)CC1)c1cccc(Br)c1 | 2 | -7 | 8 | 3.8 | 4 | -1 | -2 | 3 | -3 |
| 33 | O=c1cc(C(F)(F)F)[nH]c(=S)n1-c1ccccc1 | -21 | 6 | -32 | -0.3 | -1 | 3 | 0 | 3 | -1 |
| 34 | Cc1ccc(NC(=O)COC(=O)Cn2ccc(=O)[nH]c2=O)cc1C | 3 | . | 12 | . | . | . | . | 9 | 2 |
| 35 | CCCn1cc(SCC(=O)Nc2nnc(C)s2)c2ccccc21 | 8 | -6 | 6 | -1.8 | -1 | -3 | -4 | -2 | 20 |
| 36 | CCOc1cccc(N(C(=O)CCC(=O)Nc2cc(C)on2)C(C(=O)NC(C)(C)C)c2ccc(OC)cc2)c1 (stereo not drawn) | 1 | 0 | -3 | 1.7 | 3 | -2 | -2 | 10 | 3 |
| 37 | O=C(NCC1COc2ccccc2O1)c1cccs1 (stereo not drawn) | 7 | -4 | -6 | 1.8 | 4 | -1 | -4 | 5 | 4 |
| 38 | CC(OC(=O)c1cc(S(=O)(=O)N(C)C)ccc1N1CCCC1)C(=O)NCc1ccccc1 (stereo not drawn) | 4 | 6 | 8 | -0.5 | -2 | -2 | -4 | -3 | 3 |
| 39 | O=C(Cn1c(=O)oc2cccnc21)Nc1ccc(C(F)(F)F)cc1 | -1 | -2 | 0 | 0.8 | 0 | -1 | -1 | . | -1 |
| 40 | O=C(CSc1ccc(-c2ccco2)nn1)NCc1ccccc1 | -10 | 7 | -17 | -0.2 | 1 | 1 | 1 | -3 | 3 |
| 41 | CCCC(=O)Nc1ccc(-c2nc3cc(C)ccc3o2)cc1 | -1 | -2 | 13 | 4.2 | -5 | 7 | 9 | 2 | 28 |
| 42 | NC(=O)c1snnc1-c1ccccc1 | 19 | -7 | 3 | -0.3 | -3 | 0 | -2 | 2 | 0 |
| 43 | O=C(Nc1nc2ccccc2s1)c1ccc(OCC2CCCO2)cc1 (stereo not drawn) | 6 | 5 | -5 | -0.1 | 1 | 5 | 2 | -3 | 112* |
| 44 | COc1ccc(-c2noc(-c3ccccc3C(=O)NCc3ccco3)n2)cc1OC | -6 | 4 | -20 | 3.3 | 2 | -2 | -5 | -5 | 14 |
| 45 | COc1ccc(OC)c(/C=N/NC(=O)CC2C(=O)NN=C2C)c1 (stereo not drawn) | -4 | -4 | 9 | 3.8 | 5 | -2 | -2 | 10 | 1 |
| 46 | CN(C)C1(CNC(=O)C2CCN(S(=O)(=O)c3c(Cl)cccc3Cl)CC2)CCCCC1 | 3 | 1 | 6 | -5.0 | 0 | -3 | -11 | 3 | -3 |
| 47 | COc1cc(C(=O)OCCNC(=O)c2ccccc2)cc(OC)c1OC | 11 | 3 | 9 | 0.9 | -2 | -1 | -2 | -8 | 0 |
| 48 | CCOC(=O)C1=C(C)N=C2SCCC(=O)N2C1c1sccc1C (stereo not drawn) | 2 | 3 | -1 | -5.0 | -6 | 12 | -5 | -1 | -3 |
| 49 | CC(=O)O[C@@H]1C[C@H]2C(C)=C[C@H]3OC(=O)[C@@H](C)[C@H]3C[C@H]2[C@]1(C)O | -2 | -3 | -8 | 0.2 | -3 | -2 | 0 | -2 | -3 |
| 50 | C/C(=N\Nc1nc(C)cc(-c2ccccc2)n1)c1ccccc1 | -6 | -7 | -1 | 5.3 | 3 | -7 | 2 | -2 | 40 |
| 51 | O=C1OC(c2ccc(F)cc2)=C/C1=C\c1ccc([N+](=O)[O-])o1 | -14 | 8 | -15 | 0.2 | 44* | -7 | -2 | . | 2 |
| 52 | COCc1ccc(C(=O)N2CCCC(N(C)Cc3ccccc3)C2)s1 (stereo not drawn) | 3 | 6 | -4 | 2.1 | 1 | -1 | -1 | 1 | 1 |
